# p53null 32C kill – qHTS Screen for Compounds that Selectively Target Cancer Cells with p53 Mutations: Cytotoxicity of p53 Null Cells at the Permissive Temperature. AID 903, 2007. H1299-neo p53 null cells, ATP luminescence, 24 h, 32C. 55,000 tested, 0.62% active. Potency, µM (titrated, usually from 46.1 µM), inactives show at the top dose activity change, negative = cytotoxicity, most hits filed as cytotoxic;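 note: 0% = DMSO only and -100% = full killing by 100 µM tamoxifen; nearly all actives have a fitted effect of over 55% in size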
#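 AC50 values derive from Hill modelling of qHTS concentration-response data (up to 46 uM) in H1299-neo cells. Cells were treated 24 h at 32C following overnight attachment at 37C; viability was read as cellular ATP.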
# p53null 39C tox – qHTS Screen for Compounds that Selectively Target Cancer Cells with p53 Mutations: Cytotoxicity of p53 Null Cells at the Nonpermissive Temperature; H1299 p53-null (neo) cells, 39C, ATPlite viability, 24 h; Potency, µM (top dose mostly 46.1 µM), for the others: at the highest dose activity, negative = cell killing, most hits filed as cytotoxic; 55,000 tested, 0.97% active;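 note: 0% = DMSO only and -100% = full killing by 100 µM tamoxifen; nearly all actives have a fitted effect of over 50% in size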
#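 Luminescent ATP signal reported cell survival after H1299 lines (neo, p53 null; or p53 A138V) received up to 46 uM compound and 24 hr incubation at 39C.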
# * marks the source's active call; other numbers are inactive results; ? = inconclusive; [ ] = remark or other dose. Calls come from the whole dose curve; as a rule, active = well fitted cell-killing curve with a large enough effect; inconclusive = small, poorly fitted or top-dose-only effect; inactive = no such curve, though single readings can be large or run the other way. Potency is the fitted concentration of half-maximal effect.
compound,p53null 32C kill,p53null 39C tox
Nc1ccc(-n2nncc2-c2ccco2)cc1,-1%,15%
CCOC(=O)C(NC(=O)C1CCCN1C(=O)OCc1ccccc1)C(=O)OCC (stereo not given),6%,-9%
FC(F)Oc1ccc(/C=N/c2c(-c3ccc(OC(F)F)cc3)nc3n2CCS3)cc1,0%,13%
COCC(=O)n1cc(C(=O)OC)c2ccccc21,-1%,2%
CC1(C)C(=O)NCCN1C(=O)CSc1nccc(-c2ccc(Br)cc2)n1,4%,-20%
Cc1ccc(NC(=O)CN(C)C(=O)c2ccc(Cl)c([N+](=O)[O-])c2)cc1,-8%,5%
CC(=O)Nc1ccc(-n2cnnn2)cc1,2%,17%
O=S(=O)(Nn1cnnc1)c1ccccc1,2%,-7%
CCOC(=O)Cn1c(CN2CCOCC2)nc2c1c(=O)[nH]c(=O)n2C,-3%,2%
CC1CN=C(N(C(=O)Nc2ccccc2)C(C)C)S1 (stereo not given),1%,-7%
Cc1ccn2c(NC(=O)c3ccco3)c(-c3ccccc3)nc2c1,-4%,1%
CCN(CC)Cc1c(O)ccc2c([N+](=O)[O-])c(C)n(-c3ccc(OC)cc3)c12,-2%,-2%
CCOC(=O)c1ccc(NC(=O)CSc2nnnn2C2CCCCC2)cc1,3%,-9%
CC1CCN(CCC(=O)Nc2ccc3c(c2)CCC3)CC1,10%,7%
CCCC(c1nnnn1CC1CCCO1)N1CCN(c2nc3ccccc3s2)CC1 (stereo not given),-2%,-8%
Cc1cccc(NC(=S)NC2CC3CCCC(C2)N3CC(C)C)c1C (stereo not given),-2%,16%
O=C(Nc1ccccc1Cl)N1CCN(c2ccccn2)CC1,1%,1%
CCOC(=O)C1=C(C)NC(=S)N(C(C)=O)C1c1ccc(Cl)cc1 (stereo not given),5%,-26%
Cc1ccc(CNC(=O)CN(C2CCCCC2)S(C)(=O)=O)cc1,-13%,-12%
CC1=CC(C)(C(Cl)Cl)C(C)=CC1=O (stereo not given),-10%,29%
CC(C)n1c(/C=C/c2ccccc2)nc2ccccc21,?,4%[1.84 µM]
COC(=O)N1CCN(S(=O)(=O)c2ccc(F)cc2)CC1,2%,12%
CN(C)c1cc[n+](Cc2c(Cl)cccc2Cl)cc1,10%,-9%
CC(=O)Nc1ccc(-c2csc(NCc3ccco3)n2)cc1,?,-30%
O=C(COC(=O)Cc1cccc2ccccc12)Nc1ccccc1-c1ccccc1,6%,9%
CCC(C)(C)n1nnnc1C(c1ccc2ncccc2c1)N1CCCCCC1 (stereo not given),-10%,-16%
O=C1C2C(c3ccccc3)(C(=O)N1c1ccc(Cl)cc1)C2(c1ccccc1)c1ccccc1 (stereo not given),-6%,5%
COC(=O)C(NC(=O)c1ccccc1)(Nc1cc(C)cc(C)n1)C(F)(F)F (stereo not given),-6%,11%
O=C(Cn1c(=O)sc2ccccc21)NCCOc1ccccc1F,1%,-1%
CC1(C)CC(=O)C2=C(C1)OC(N)=C(C#N)C2C1CC=CCC1 (stereo not given),-1%,-10%
COc1cccc(C(=O)Nn2c(C)nnc2-n2nc(C)cc2C)c1,-4%,7%
CCNc1c2c(nc3ccccc13)CC(C)(C)CC2=O,-4%,-1%
Cc1ccc(NC2=C(NC(=O)c3ccccc3)C(=O)c3ccccc3C2=O)cc1Cl,?,-23%
O=Cc1cn(CC(=O)NCC2CCCO2)c2ccccc12 (stereo not given),2%,-7%
CC(=O)NC(C)c1nc2ccccc2n1Cc1ccccc1F (stereo not given),-3%,14%
COc1ccc(CC(=O)Nc2oc(-c3ccccc3)c(-c3ccccc3)c2C#N)cc1OC,6%,-19%
Fc1ccc(/C=C/c2nnc(-c3cccs3)o2)cc1,-4%,24%[1.84 µM]
CC1(C)C2CCC13CS(=O)(=O)NC3C2 (stereo not given),17%,20%
CCCNC(=O)C1CCN(c2ccc(S(=O)(=O)N3CCOCC3)cc2Cl)CC1,-7%,-12%
Cc1sc2ncn(CC(=O)NCC(=O)N(C)Cc3ccccc3)c(=O)c2c1C,7%,22%
CC(C)(Oc1ccc(Cl)cc1)C(=O)NC1CCSC1=O (stereo not given),3%,3%
CCn1c(CNc2ccc(OC)cc2)nnc1SCC(=O)Nc1ccc(F)cc1,-2%,0%
Cc1cc(C)n(C(=O)c2c([N+](=O)[O-])cnn2C)n1,3%,18%
Cc1ccc(N2C(=O)c3ccccc3C2=O)cc1C,-5%,2%
O=C1C(C23CC4CC(CC(C4)C2)C3)C(=O)N(c2ccccc2)N1c1ccccc1,11%,12%
CCCCCCn1c(N2CCN(c3ccccc3)CC2)nc2c1c(=O)[nH]c(=O)n2C,6%,36%
CC1(C)Cc2c(sc(/N=C/N3CCCC3)c2C#N)C(C)(C)N1,5%,-5%
CCCCn1c(SCc2ccccn2)nc2c1c(=O)n(C)c(=O)n2C,4%,-3%
COCCN(C(=O)CC(C)(C)C)c1nnc(-c2cccnc2)s1,-3%,6%
O=C(Nc1ccccn1)c1cc2ccccc2o1,4µM*,5µM*
CC1(C)CC(=O)C2=C(C1)N(c1ccccc1)C(N)=C(C#N)C2c1ccccc1 (stereo not given),-11%,-1%
CCCCN1C2CCCC1CC(NC(=O)C1CCCCC1)C2 (stereo not given),-1%,-3%
CCOC(=O)Cn1nnnc1CN(Cc1ccc(OC)cc1)Cc1cc2cc(C)ccc2[nH]c1=O,-3%,-10%
O=C(CCCCCCCC(=O)NCC1CCCO1)NCC1CCCO1 (stereo not given),-8%,8%
Cc1ccc(OCC(=O)N2CCCc3ccccc32)cc1,-2%,-8%
COc1ccccc1N1CCN(C(=O)c2ccc3nc(-c4ccco4)c(-c4ccco4)nc3c2)CC1,14%,-14%
COc1ccc(Cc2nnc(-c3cccc(C)c3)o2)cc1OC,-22%,?
CCN=C1S/C(=C\c2ccc(OCC)c(OC)c2)C(=O)N1CC,9%,-15%[1.84 µM]
CCn1c(NCc2cccc(OC)c2OC)nc2ccccc21,-5%,-2%
CC1=NN(c2cccc(C(=O)O)c2)C(=O)/C1=C\C=C\c1ccco1,-7%,13%

# (listing goes on)
compound,p53null 32C kill,p53null 39C tox
CNC(=O)c1[nH]cnc1C(=O)Nc1ccccc1C,5%,-6%
Cc1ccc(CN(C(=O)Cn2nnc3ccccc32)C(C(=O)NCc2ccco2)c2ccc(C)o2)cc1 (stereo not given),-1%,8%
COC(=O)c1cccc(COC(=O)c2ccc(N(C)C)cc2)c1,6%,-7%
O=c1c2ccccc2ncn1-c1cccc(Cl)c1,-7%,-5%
COc1ccc(-c2nnc(N(C)C(=O)c3ccno3)s2)cc1,-21%,-7%
O=C(NCCCN1CCOCC1)c1cc2c(=O)[nH]c3ccccc3c2s1,6%,10%
Cc1cc(Cl)c(S(=O)(=O)Nc2ccc(Cl)cn2)cc1OCC(N)=O,-5%,8%
c1ccc2c(c1)CC1(CCCCC1)n1nnnc1-2,-1%,16%
CC(=O)N=C1SC2CS(=O)(=O)CC2N1c1ccc(-c2nc3ccc(C)cc3s2)cc1 (stereo not given),5%,12%
Cc1c(N(C)C(=O)c2ccc3c(c2)OCO3)c(=O)n(-c2ccccc2)n1C,-4%,-1%
CC1=C(C(=O)NC(C)c2ccc3c(c2)OCCO3)C2(CCC(C)CC2)OC1=O (stereo not given),-9%,-14%
O=C(NCCc1nc2ccccc2[nH]1)/C(=C/c1ccco1)NC(=O)c1ccc(Br)cc1,0%,-17%[1.84 µM]

# Part of the list above, with two lines to a compound:
# Below each SMILES: p53null 32C kill	p53null 39C tox
- O=C(NCCc1nc2ccccc2[nH]1)/C(=C/c1ccco1)NC(=O)c1ccc(Br)cc1
 : 0%	-17%[1.84 µM]
- COc1ccc(-c2nnc(N(C)C(=O)c3ccno3)s2)cc1
 : -21%	-7%

# Continuation.
compound,p53null 32C kill,p53null 39C tox
Cc1nnc(SCC(=O)NCc2ccccc2Cl)n(N)c1=O,4%,-5%
Cc1ccc(NC(=O)CS(=O)CC(=O)N(C2CCCC2)C(C)C(=O)NC2CCCCC2)cc1 (stereo not given),-6%,-6%
Cc1nn(C)c(C)c1CN(C)C(=O)CCCC(=O)O,3%,17%
O=C(NCc1ccccn1)C1C2C=CC(C2)C1C(=O)Nc1ccc(F)cc1 (stereo not given),3%,23%
CC1(C)CC(C(CC(=O)Nc2nccs2)c2ccccc2)CCO1 (stereo not given),8%,7%
Nc1nnc(SCc2ccc(F)cc2)n1-c1ccccc1,-7%,-3%
Cc1ccc(C)c(N(Cc2ccccc2F)S(C)(=O)=O)c1,5%,0%
CCOC(=O)Cn1nnc(-c2ccccc2)n1,-1%,4%
CCNC(=O)C(Sc1ccccc1)c1ccccc1 (stereo not given),-3%,-13%
CCOc1ccccc1NC(=O)CC(O)(C(F)(F)F)C(F)(F)F,-15%,-14%
COc1ccccc1NC(=O)C(C/C=C(/C)Cl)C(C)=O (stereo not given),8%,4%
Cc1ccc(Cl)cc1N1CCN(CC(=O)Nc2ccc(CN3CCCCC3)cc2)CC1,-2%,2%

# The final 4 compounds of the section before come first, to join the parts.
compound,p53null 32C kill,p53null 39C tox
CCNC(=O)C(Sc1ccccc1)c1ccccc1 (stereo not given),-3%,-13%
CCOc1ccccc1NC(=O)CC(O)(C(F)(F)F)C(F)(F)F,-15%,-14%
COc1ccccc1NC(=O)C(C/C=C(/C)Cl)C(C)=O (stereo not given),8%,4%
Cc1ccc(Cl)cc1N1CCN(CC(=O)Nc2ccc(CN3CCCCC3)cc2)CC1,-2%,2%
CCCC1CCC(C(=O)Nn2c(C)nc3ccccc3c2=O)CC1 (stereo not given),2%,-2%
S=C(c1ccc(N2CCOCC2)cc1)N1CCCCC1,2%,-15%
Cn1c(Cn2c(=O)sc3ccccc32)nnc1SCC(=O)NCC1CCCO1 (stereo not given),2%,20%
CC(=O)Nc1ccc(S(=O)(=O)Nc2ccc(S(=O)(=O)N3CCCC3)cc2)cc1,-5%,-2%
CC(C)CN(CC(C)C)C(=O)C12CCC(C)(C(=O)O1)C2(C)C (stereo not given),-15%,-9%
COc1cccc(-c2nnc(-c3ccc(C)o3)o2)c1,13µM*,13µM*
Cc1ccc(Cn2cc(S(=O)(=O)c3ccc(Cl)cc3)c(=O)c3cc(F)ccc32)cc1,19%,20%
O=C(CCN1CCCC1)Nc1ccc(Br)cc1,-9%,-1%
O=C(N/N=C/c1ccccc1)c1[nH]c2ccc(Br)cc2c1-c1ccccc1,25%,-7%
CCOC(=O)c1cn(-c2ccccc2)nc1-c1cccnc1,1%,19%
CCC(C)Sc1nc2ccccc2c(=O)[nH]1 (stereo not given),-8%,6%
Cc1csc(NC(=O)Nc2cccc(Cl)c2)n1,-18%,-13%
O=C(Cn1c(=O)sc2ccccc21)OC(CCl)CCl,-12%,-7%
CC(C)CC(c1nnnn1CCc1ccccc1)N1CCC(C(N)=O)CC1 (stereo not given),-1%,26%
CCC(=O)c1cc2c(C)cc(=O)oc2c(C)c1OC,5%,7%
CCC(NC(=O)Cn1cnc2c(=O)n(C)c(=O)n(C)c21)c1ccccc1 (stereo not given),-6%,4%
Cc1cc(C)nc(NN=C2CCCC2)n1,-7%,1%[1.84 µM]
N#CC1=C(N)Nc2ncnn2C1c1ccc(F)cc1 (stereo not given),-6%,11%
CSc1nc(-c2ccc(Cl)cc2)nn1S(=O)(=O)c1ccc(Cl)cc1,7%,5%
Cc1cccc(NC(=O)NCc2ccccn2)c1,4%,2%
O=C(Nc1ccc(S(=O)(=O)N2CCCCC2)cc1)c1ccc(CN2CCOCC2)cc1,-16%,-9%
O=C(NCc1ccccc1)c1cccc(COc2ccc3c(c2)CCC3)c1,-20%,-17%[1.84 µM]
Cc1ccc(C)c(/C(O)=C2\C(=O)C(=O)N(CCCn3ccnc3)C2c2cccnc2)c1 (stereo not given),-8%,-8%
CCCCCSc1nc(C)c(CC(=O)O)c(=O)[nH]1,-11%,-6%
COc1cc(C(c2sc3nc(C)nn3c2O)N2CCN(c3ccccc3)CC2)cc(OC)c1OC (stereo not given),-3%,6%
Cc1ccc(-n2c(Cn3cnc4ccccc43)nnc2SCC(=O)O)cc1,2%,0%
O=C(NCC(c1cccnc1)N1CCN(c2ccccc2)CC1)OCc1ccccc1 (stereo not given),15%,31%
Cc1cccc(NC(=O)Cc2noc3ccccc23)c1,1%,10%
O=C(CC1SC(=NC2CCCCC2)NC1=O)Nc1ccccc1 (stereo not given),-1%,14%
Cn1c(CSc2nc3ccccc3s2)nnc1SCC(=O)NCCCN1CCOCC1,-3%,0%

# Some values from above:
# Cc1cccc(NC(=O)Cc2noc3ccccc23)c1 – p53null 39C tox = 10%
# Cc1ccc(-n2c(Cn3cnc4ccccc43)nnc2SCC(=O)O)cc1 – p53null 32C kill = 2%
# O=C(NCC(c1cccnc1)N1CCN(c2ccccc2)CC1)OCc1ccccc1 (stereo not given) – p53null 39C tox = 31%
# Cn1c(CSc2nc3ccccc3s2)nnc1SCC(=O)NCCCN1CCOCC1 – p53null 39C tox = 0%
# O=C(CC1SC(=NC2CCCCC2)NC1=O)Nc1ccccc1 (stereo not given) – p53null 32C kill = -1%
# COc1cc(C(c2sc3nc(C)nn3c2O)N2CCN(c3ccccc3)CC2)cc(OC)c1OC (stereo not given) – p53null 32C kill = -3%

# Some of the compounds tested; rates above refer to the full screens.
